Screening data (PubChem BioAssay)
D2 antagonist: D2 dopamine receptor (human) antagonism; P14416; HEK293 TREx D2 cells, calcium flux, dopamine EC80; inhibition, % at 10 µM; hit rate 2% among 340,000; AID 485344; in the data active = inhibition above about 30%; note: 0% is about no effect
Target sequence (P14416 whole entry, looked up): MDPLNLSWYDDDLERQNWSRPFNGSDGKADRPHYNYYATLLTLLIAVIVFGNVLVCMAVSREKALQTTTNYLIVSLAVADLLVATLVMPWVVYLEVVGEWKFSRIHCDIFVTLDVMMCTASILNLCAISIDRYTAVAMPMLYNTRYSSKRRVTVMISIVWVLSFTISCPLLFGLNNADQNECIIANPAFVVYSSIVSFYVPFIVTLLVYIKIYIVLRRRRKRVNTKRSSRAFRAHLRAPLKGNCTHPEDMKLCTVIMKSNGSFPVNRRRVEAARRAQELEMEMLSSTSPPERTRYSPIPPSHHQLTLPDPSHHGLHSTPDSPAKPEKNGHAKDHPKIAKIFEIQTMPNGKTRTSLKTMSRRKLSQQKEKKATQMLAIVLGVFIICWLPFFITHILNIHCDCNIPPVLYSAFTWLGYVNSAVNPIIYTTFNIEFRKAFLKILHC
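Cells plated overnight at 30 C with tetracycline; no-wash calcium dye, 30–90 min RT; 10 s baseline; compound pinned; 180 s read; EC80 dopamine added; another 180 s read.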
Pin1 inhibitor: blocks the human prolyl isomerase Pin1 | Q13526 | Pin1 FP peptide displacement, HiFluor488, 10 min | Potency, µM (doses to about 115 µM), without a hit: at the top dose activity, negative = inhibition, usual class: inhibitors | hit rate 0.009% among 390,000; active = well fitted inhibition curve with a large enough effect in the polarisation, with a control signal flat, not every such curve was filed as active; inconclusive = small, poorly fitted or top-dose-only effect, or effect the other way, or a change in a side signal; inactive = no such curve, though single readings can be large or run the other way; the % refers to the polarisation; note: potency is the fitted concentration of half-maximal effect; % is set by controls: 0 for no effect and ±100 for the full control effect
Target sequence (Q13526 whole entry, looked up): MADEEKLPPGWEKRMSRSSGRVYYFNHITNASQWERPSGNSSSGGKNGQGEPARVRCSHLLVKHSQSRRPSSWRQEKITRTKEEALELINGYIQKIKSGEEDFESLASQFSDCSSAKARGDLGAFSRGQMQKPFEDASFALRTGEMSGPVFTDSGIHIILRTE
TRHR enhancer: allosteric enhancers of human TRH receptor. P34981. TRHR cells, fluo-8 calcium fluorescence, EC20 TRH enhancement. enhancement, % at 2 µM. hit rate 0.66% among 360,000; in the data active = enhancement above about 30%; note: 0% is about no effect
Target sequence (P34981 whole entry, looked up): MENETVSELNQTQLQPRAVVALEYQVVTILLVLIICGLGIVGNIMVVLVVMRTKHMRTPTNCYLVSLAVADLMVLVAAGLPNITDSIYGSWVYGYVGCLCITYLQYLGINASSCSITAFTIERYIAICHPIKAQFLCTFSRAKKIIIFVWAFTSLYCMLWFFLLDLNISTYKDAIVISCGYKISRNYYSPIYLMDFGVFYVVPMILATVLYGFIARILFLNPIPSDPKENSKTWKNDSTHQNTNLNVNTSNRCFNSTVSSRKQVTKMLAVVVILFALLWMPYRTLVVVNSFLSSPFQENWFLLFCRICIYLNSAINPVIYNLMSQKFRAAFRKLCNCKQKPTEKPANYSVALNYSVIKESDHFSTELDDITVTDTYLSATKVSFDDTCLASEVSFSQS
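Enhancer read-out: after compound pinning and an initial kinetic agonist-mode read, an EC20 of TRH (10 nM final) was injected and fluo-8 calcium signal (Ex 480/Em 530) followed at 1 s/cycle for 100 cycles in TRHR-expressing cells.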
D2 agonist: agonists of human D2 dopamine receptor | P14416 | HEK293 T-REx D2 cells, calcium flux agonist mode | activation, % at 2 µM | hit rate 0.53% among 340,000 | AID 485358;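 active = activation over 3 SD above normal in the single-dose calcium agonist read, cut at about 30% in these data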; note: 0% is about no effect
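Tetracycline-induced HEK293 T-REx cells with force-coupled D2 receptor, plated overnight at 30 C, loaded with no-wash calcium dye. After a 10 s baseline, compound was pin-added and calcium flux read kinetically for 180 s; calcium rises flagged agonists.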
TrxR1 substrate: is turned over as a substrate by rat TrxR1 | AID 588456 | Potency, µM (highest dose often 114 µM), without a hit: top-dose activity change, negative = substrate turnover | hit rate 0.01% among 390,000 | O89049 | purified TrxR1 substrate turnover, NADPH consumption readout; note: potency is the fitted concentration of half-maximal effect; % is set by controls: 0 for no effect and ±100 for the full control effect; nearly all actives have a fitted effect of over 50% in size
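Rat TrxR1, dispensed at 90 nM, was prereduced with 400 uM NADPH (final) for 5 min at ~22 deg C, then incubated with compound 15 min before 400 uM selenite. A first-read NADPH fluorescence drop versus no-compound background flagged substrates.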
TRHR agonist: activates the human TRH receptor | hit rate 0.18% among 360,000 | activation, % at 2 µM | TRHR cells, calcium flux fluo-8, FDSS agonist mode | P34981 | AID 493084; in the data active = activation above about 30%; note: 0% is about no effect
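Steps: seed TRHR cells overnight; add fluo-8 no-wash Ca dye, RT 30 min–1.5 h; record 10 s baseline; pin-transfer compounds; monitor fluorescence 1 cycle/s for the agonist window. Calcium increases flag candidate agonists.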
USP1-UAF1 inh: USP1/UAF1 (human) deubiquitinase inhibition | recombinant USP1/UAF1, Ub-Rhodamine cleavage fluorescence | Potency, µM (series often up to 57.1 µM), inactives show at the highest dose activity change, negative = inhibition, hits mostly inhibitors | hit rate 0.23% among 390,000 | AID 743255; note: potency is the fitted concentration of half-maximal effect; % is set by controls: 0 for no effect and ±100 for the full control effect; nearly all actives have a fitted effect of over 60% in size; inactives centre near -12
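High-throughput fluorogenic screen: 1nM USP1/UAF1 complex, Ub-Rho substrate 150nM final, 50mM HEPES pH 7.8 with 0.5mM EDTA, 0.1 mg/ml BSA, 1mM TCEP and 0.01% Tween-20.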
mIDH1 inhibitor: inhibitors of human mutant IDH1 R132H. hit rate 0.093% among 390,000. AID 602179. Potency, µM (series often up to 76.6 µM), inactives show at the top dose activity change, negative = inhibition, most hits filed as inhibitors. O75874. IDH1-R132H enzyme, NADPH consumption, diaphorase/resazurin fluorescence; note: potency is the fitted concentration of half-maximal effect; % is set by controls: 0 for no effect and ±100 for the full control effect; nearly all actives have a fitted effect of over 65% in size
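IDH1-R132H (0.5 ug/mL) preincubated 30 min with compound, then NADPH (0.016 mM) and alpha-KG (2 mM) added; 80 min at RT, pH 7.5. Remaining NADPH coupled via diaphorase/resazurin to fluorescence (540/590 nm); concentration-response curves normalized to no-enzyme control.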
rTrxR1 inhibitor: inhibitors of rat thioredoxin reductase 1. AID 588453. O89049. recombinant rTrxR1, NADPH fluorescence consumption, selenite substrate. hit rate 1% among 390,000. Potency, µM (top dose mostly 114 µM), for the others: top-dose activity change, negative = inhibition, actives largely listed as inhibitors; note: potency is the fitted concentration of half-maximal effect; % is set by controls: 0 for no effect and ±100 for the full control effect; nearly all actives have a fitted effect of over 65% in size
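Rat TrxR1 (90 nM in the dispensed reagent) was pre-reduced with 400 uM NADPH for 5 min at room temperature, then incubated with compound for 15 min. After 400 uM selenite was added, NADPH fluorescence (Ex 340/Em 450 nm) was followed for 8 min.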
Starred values were filed as active, the others as inactive; ? = inconclusive; / = no result given; & = joins results of further samples; ! = repeats disagree; [ ] = another dose, or the depositor's remark. Unless noted, calls come from the whole dose curve; as a rule, active = well fitted inhibition curve with a large enough effect; inconclusive = small, poorly fitted or top-dose-only effect; inactive = no such curve, though single readings can be large or run the other way. These rows are one share of the data. The share of hits here may be higher or lower than overall.

Structure	TrxR1 substrate	TRHR enhancer	TRHR agonist	rTrxR1 inhibitor	D2 agonist	USP1-UAF1 inh	mIDH1 inhibitor	D2 antagonist	Pin1 inhibitor
CCCC(=O)Nc1ccc2oc(-c3ccc(O)c(Br)c3)nc2c1	22%	-9	0.6	38%[activator]	2.0	6%	-3%	/	-3%
O=S(=O)(c1cccc2ccccc12)n1nnc2ccccc21	3%	1	0.2	6%	-0.5	-3%	0%	6	3%
COc1ccc(CNC(=O)C(=O)NCC(c2cccs2)S(=O)(=O)c2ccc(F)cc2)cc1 (stereo not drawn)	6%[57.1 µM]	-3	0.0	9%[57.1 µM]	1.3	-17%	-9%	/	4%
CC1CCCCC12NC(=O)N(CC(=O)N1CCN(S(=O)(=O)c3ccc4c(c3)CCC4)CC1)C2=O (stereo not drawn)	-7%	6	-0.4	-15%	/	0%	-7%	/	7%
CCOC(=O)C1=NOC(C(=O)NN(C)c2ncc(C(F)(F)F)cc2Cl)C1 (stereo not drawn)	5%[57.1 µM]	-1	0.2	10%[57.1 µM]	/	0%	5%	/	-5%
CC(=O)c1cc2c(cc1NS(=O)(=O)c1ccccc1C)OCO2	/	3	-1.2	/	-0.9	/	/	16	/
FC(F)(F)c1ccc(Oc2ccc(Cl)cc2Br)nc1	8%[57.1 µM]	4	-3.1	9%[57.1 µM]	-1.4	-15%	3%	-10	-5%
CN(CC(=O)Nc1ccc(F)cc1)C(=O)COC(=O)c1cc([N+](=O)[O-])ccc1N1CCOCC1	0%[57.1 µM]	3	-0.4	6%[57.1 µM]	/	-9%	7%	/	2%
COc1ccc(-c2csc(COC(=O)C(C)(C)C)n2)cc1	9%[57.1 µM]	-5	0.8	12%[57.1 µM]	0.4	-8%	14%	6	0%
COC(=O)c1sccc1NC(=O)Nc1cccc(F)c1	-8%	1	0.1	-2%	-0.7	-22%	15%	13	-2%
CCCCn1cc(S(=O)(=O)c2ccc(OC)cc2)c(=O)c2cc(F)c(N3CCCC3)cc21	2%	11	0.0	11%	-0.3	-8%	-6%	/	-9%
CN(C(=O)CSc1nc2c(c(=O)[nH]1)CCCC2)c1ccccc1	-1%	-5	0.3	5%	0.1	-17%	/	/	3%
CC(=O)N1CCc2cc(CNS(=O)(=O)c3ccc(C(C)(C)C)cc3)ccc21	0%[57.1 µM]	0	0.3	4%[57.1 µM]	0.5	12%	10%	/	?
O=c1c2ccccc2nc(CSc2nnnn2-c2ccccc2)n1-c1ccccc1Cl	6%	-1	-0.4	9%	-0.2	-17%	5%	10	1%
Nc1ccc(N2CCN(c3ccccc3)CC2)c(F)c1	4%[57.1 µM]	4	1.5	7%[57.1 µM]	2.0	-1%	-2%	-12	5%
COc1cc(C(=O)NNC(=O)c2cc(=O)[nH]c3ccccc23)cc(OC)c1OC	8%[57.1 µM]	7	0.3	-12%	-0.2	-19%	11%	-3	0%
O=C(NC1=C(Nc2ccc(F)cc2)C(=O)c2ccccc2C1=O)c1ccc(Cl)cc1	-18%	-5	2.3	?	0.0	?	8%	-4	-8%
COc1ccccc1-c1nn(CCC(=O)Nc2ccccc2)c2nc(C)cc(C)c12	57%[activator]	-6	-0.7	15%	1.4	-20%	21%	/	2%
CN(CC(=O)Nc1ccccc1C(F)(F)F)C(=O)c1cccc(-n2cccc2)c1	-12%	6	0.1	-5%	0.0	-16%	4%	-11	6%
COc1cc(OC)cc(C(=O)OCC(=O)Nc2ccc(F)cc2F)c1	0%[57.1 µM]	2	-1.0	15%[57.1 µM]	-4.0	-2%	-4%	-4	0%
OCCC1CN(Cc2cc3c(cc2Cl)OCO3)CCN1C1CCCCC1 (stereo not drawn)	9%	-15	-1.5	2%[57.1 µM]	2.3	-14%	3%	-16	-1%
COc1cc(C)c(CNC2CCCCC2)cc1C	-6%	2	1.1	2%	0.5	-12%	1%	-1	2%
COc1ccc(-n2ccnc2SCC(=O)Nc2ccc(OC)cc2OC)cc1	5%	3	-1.8	9%[57.1 µM]	0.1	-13%	13%	-2	-5%
Cc1cc(=O)[nH]c(SCC(=O)c2ccc(F)c(C)c2)n1	5%	3	-0.4	11%	0.5	-16%	10%	11	5%
O=C(CSc1nc2ccsc2c(=O)n1-c1ccc(Cl)cc1)NCc1ccc(Cl)cc1	-14%	-2	1.4	-17%	0.5	-23%	-8%	/	4%

Reprinted at random: 4 compounds from above, in no set order.
Structure	TrxR1 substrate	TRHR enhancer	TRHR agonist	rTrxR1 inhibitor	D2 agonist	USP1-UAF1 inh	mIDH1 inhibitor	D2 antagonist	Pin1 inhibitor
O=C(CSc1nc2ccsc2c(=O)n1-c1ccc(Cl)cc1)NCc1ccc(Cl)cc1	-14%	-2	1.4	-17%	0.5	-23%	-8%	/	4%
CN(CC(=O)Nc1ccc(F)cc1)C(=O)COC(=O)c1cc([N+](=O)[O-])ccc1N1CCOCC1	0%[57.1 µM]	3	-0.4	6%[57.1 µM]	/	-9%	7%	/	2%
OCCC1CN(Cc2cc3c(cc2Cl)OCO3)CCN1C1CCCCC1 (stereo not drawn)	9%	-15	-1.5	2%[57.1 µM]	2.3	-14%	3%	-16	-1%
CCOC(=O)C1=NOC(C(=O)NN(C)c2ncc(C(F)(F)F)cc2Cl)C1 (stereo not drawn)	5%[57.1 µM]	-1	0.2	10%[57.1 µM]	/	0%	5%	/	-5%

Returning to the listing, starting 2 compounds before the break.
Structure	TrxR1 substrate	TRHR enhancer	TRHR agonist	rTrxR1 inhibitor	D2 agonist	USP1-UAF1 inh	mIDH1 inhibitor	D2 antagonist	Pin1 inhibitor
Cc1cc(=O)[nH]c(SCC(=O)c2ccc(F)c(C)c2)n1	5%	3	-0.4	11%	0.5	-16%	10%	11	5%
O=C(CSc1nc2ccsc2c(=O)n1-c1ccc(Cl)cc1)NCc1ccc(Cl)cc1	-14%	-2	1.4	-17%	0.5	-23%	-8%	/	4%
Cn1c(C(=O)NCc2ccc(Cl)cc2)cc2c(=O)n(C)c3ccccc3c21	-2%	12	0.2	20%	0.8	-7%	25%	/	-11%
O=C(CSc1nnc(-c2ccncc2)n1CC1CCCO1)NCc1ccccc1 (stereo not drawn)	6%[57.1 µM]	5	0.5	7%[57.1 µM]	1.2	0%	4%	-1	0%
O=C(CN1C(=O)c2ccccc2C1=O)NCc1ccccn1	-8%	4	0.2	-14%	-0.8	-2%	16%	-1	-2%
COc1ccc(C(CC(=O)O)NC(=O)COc2ccccc2)cc1 (stereo not drawn)	20%	7	0.1	34%[activator]	/	-11%	3%	/	-10%
Cc1c(C(=O)OC/C(O)=C(\C#N)c2nc3ccccc3[nH]2)oc2ccc(Br)cc12	-1%	-3	0.5	4%	/	-8%	-6%	/	?
Nc1ccc(C(=O)Nc2cccc3ncccc23)cc1	-6%	7	0.2	-2%	1.7	0%	5%	-6	5%
Cc1nn(Cc2noc(C(=O)NCc3ccccn3)n2)c(C)c1Br	3%	-5	-0.4	15%	-0.6	-30%	-12%	5	-5%
Cc1c(NC(=O)c2cc(-c3ccc(Cl)cc3)on2)c(=O)n(-c2ccccc2)n1C	10%[0.0914 µM]	30*!	-0.8&-2.2	13%[57.1 µM]	0.9&-0.2	2%&7%	6%&4%	5	4%&3%
N#Cc1ccc(N2CCCC2C(=O)O)c([N+](=O)[O-])c1 (stereo not drawn)	-3%	22	0.3	-2%	/	-6%	0%	/	2%
C[C@@H]1NC(=O)[C@H](CCC(=O)O)NC(=O)c2cc([N+](=O)[O-])cc(F)c2NCCC[C@@H](C(N)=O)NC1=O	3%[57.1 µM]	-5	-0.5	10%[57.1 µM]	0.2	-18%	-5%	-19	1%
CC(C)c1ccc(NC(=S)Nc2ccc3[nH]c(=O)[nH]c3c2)cc1	1%	1	0.2	-13%	0.0	-23%	0%	19	-4%
CC(C)(COC(=O)C(c1ccccc1)c1ccccc1)CN1CCOCC1	12%	/	/	21%	/	-4%	10%	/	5%
COc1ccc(NC(=O)C23CC4CC(C2)CC(c2ccc(C)cc2)(C4)C3)cc1	-8%	-1	-1.0	-2%	-0.7	-12%	7%	-11	9%
CCN1C(=O)[C@H]2[C@@H](c3ccc(Cl)cc3)N3C(=O)CN(Cc4ccccc4)C(=O)[C@@]3(C)[C@H]2C1=O	-4%	-3	-0.2	1%	0.1	4%	-2%	13	-10%
CCCCNc1nc2sc3c(c2c(=O)n1-c1cccc(Cl)c1)CCN(C)C3	9%[57.1 µM]	-2	1.2	25%[2.29 µM]	0.5	-5%	5%	4	62%[activator]
COc1ccc([N+](=O)[O-])cc1NC(=S)NC(C)=O	1%	23	-0.3	16%	0.7	-21%	0%	6	1%
COc1cccc(CN(C)C(=O)c2ccccc2Sc2ccccc2C#N)c1OC	-8%	-1	-2.0	22%	0.2	-26%	8%	10	2%
Cc1ccc(NC(=O)CCCSc2ccccc2)cc1S(=O)(=O)N1CCOCC1	2%[57.1 µM]	14	0.6	5%[57.1 µM]	7.0	-18%	-2%	3	2%
COc1ccc(OCC(=O)N/N=c2\oc3c(OC)cccc3cc2C(N)=O)cc1	-1%	3	0.0	8%	2.1	-8%	4%	19	10%
COc1ccc(S(N)(=O)=O)cc1-c1nnc2c3ccccc3c(C)nn12	3%	0	0.0	19%	0.0	-13%	-4%	30*	-6%
CCOCCCn1c(=N)c(S(=O)(=O)c2ccc(C)cc2)cc2c(=O)n3cc(C)ccc3nc21	45%[activator]	16	-1.0	36%[activator]	/	-17%	-7%	/	13%
